High-throughput results: PubChem BioAssay, National Center for Advancing Translational Sciences (NCATS)
LmPK inh: inhibitors of Leishmania mexicana pyruvate kinase; purified LmPK, Kinase-Glo ATP luminescence, 1 h; Potency, µM (highest dose often 57.5 µM), for inactives: at the highest dose activity change, negative = inhibition, most hits filed as inhibitors; 290,000 compounds, 0.37% hits; AID 1721; also: potency is read from the fitted curve at half-maximal effect
Target sequence (Q27686 whole entry, looked up): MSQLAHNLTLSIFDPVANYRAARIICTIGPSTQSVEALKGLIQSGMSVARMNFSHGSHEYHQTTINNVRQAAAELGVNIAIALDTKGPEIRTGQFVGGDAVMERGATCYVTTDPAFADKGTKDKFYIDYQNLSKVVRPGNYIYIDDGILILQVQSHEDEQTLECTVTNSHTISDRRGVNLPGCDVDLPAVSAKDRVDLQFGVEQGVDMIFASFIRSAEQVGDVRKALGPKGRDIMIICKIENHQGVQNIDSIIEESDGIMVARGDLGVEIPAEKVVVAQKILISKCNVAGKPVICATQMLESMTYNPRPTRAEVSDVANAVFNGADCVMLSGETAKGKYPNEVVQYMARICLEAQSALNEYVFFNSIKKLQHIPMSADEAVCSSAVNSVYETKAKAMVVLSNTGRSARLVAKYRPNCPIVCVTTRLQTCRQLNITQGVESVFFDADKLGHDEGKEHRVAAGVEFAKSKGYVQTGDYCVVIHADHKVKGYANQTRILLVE
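Screened at intermediate enzyme activity to detect both inhibitors and activators: LmPK at 0.1 nM, with a 0.5 nM enzyme column as activation reference. PEP 0.5 mM, ADP 0.1 mM; ATP detected by luminescence after 1 h.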
AmpC inh no detg: AmpC beta-lactamase inhibition without detergent. Potency, µM (top dose mostly 57.1 µM), for inactives: at the top dose activity change, negative = inhibition, usual class: inhibitors. AmpC nitrocefin hydrolysis, absorbance 480 nm, 0.0001% Triton. 330,000 compounds, 0.52% hits. AID 485341;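 also: potency is read from the fitted curve at half-maximal effect; plate controls were no compound for no effect and no enzyme for full effect; nearly all actives have a fitted effect of over 20% in size; some results filed as inactive show a strong effect at the top dose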
Target sequence (P00811 whole entry, looked up): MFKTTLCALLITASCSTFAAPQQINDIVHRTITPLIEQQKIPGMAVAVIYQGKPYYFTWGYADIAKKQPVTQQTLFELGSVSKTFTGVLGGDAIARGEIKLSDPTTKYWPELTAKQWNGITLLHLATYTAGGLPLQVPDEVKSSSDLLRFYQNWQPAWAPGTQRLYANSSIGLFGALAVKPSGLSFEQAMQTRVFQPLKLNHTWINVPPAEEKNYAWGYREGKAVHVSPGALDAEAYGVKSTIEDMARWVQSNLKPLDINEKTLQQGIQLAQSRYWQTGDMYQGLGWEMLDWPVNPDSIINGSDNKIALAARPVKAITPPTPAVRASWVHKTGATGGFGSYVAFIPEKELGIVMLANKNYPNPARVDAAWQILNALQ
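AmpC (5.3 nM in the dispensed reagent) in 20 mM phosphate pH 7.0 with 0.01% (detergent screen) or 0.0001% Triton X-100 was preincubated with compounds for 15 min at room temperature. Nitrocefin was then added from an 800 uM solution, and hydrolysis was followed at 480 nm.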
AmpC detergent: blocks E. coli AmpC beta-lactamase in detergent assay; P00811; AmpC hydrolysis of nitrocefin, absorbance 480 nm, 0.01% Triton; Potency, µM (highest dose often 114 µM), for inactives: at the top dose activity change, negative = inhibition, most hits filed as inhibitors; 370,000 compounds, 0.041% hits;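 also: potency is read from the fitted curve at half-maximal effect; 0% = no-compound wells and -100% = no-enzyme wells; nearly all actives have a fitted effect of over 25% in size; some results filed as inactive show a strong effect at the top dose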
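AmpC (5.3 nM in the dispensed reagent) in 20 mM phosphate pH 7.0 with 0.01% (detergent screen) or 0.0001% Triton X-100 was preincubated with compounds for 15 min at room temperature. Nitrocefin was then added from an 800 uM solution, and hydrolysis was followed at 480 nm.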
HCMV antiviral: human cytomegalovirus inhibition. activity change, negative = inhibition, % at 57.5 µM. HFF cells, HCMV-luciferase reporter, 72 h; stronger effect = lower value. 410,000 compounds, 4.5% hits. AID 1259415; in the data active = activity change below about -60%; inconclusive = no clear call, values can overlap the other calls; inactive = above about -39%
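Screen run at 2 compound doses on HFFs infected with reporter HCMV, MOI 1 PFU/cell. Luciferase activity from cell lysates at 72 h post infection gave inhibition relative to buffer-only and Salinomycin wells.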
Sm TGR inh: inhibitors of Schistosoma mansoni thioredoxin glutathione reductase; Q962Y6; purified TGR, DTNB reduction, TNB absorbance 405 nm; Potency, µM (doses to about 114 µM), inactives show top-dose activity change, negative = inhibition, usual class: inhibitors; 360,000 compounds, 3% hits; AID 485364; also: potency is read from the fitted curve at half-maximal effect; nearly all actives have a fitted effect of over 60% in size
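Kinetic colorimetric format: TGR-catalysed, NADPH-driven DTNB reduction monitored via TNB absorbance. Enzyme dispensed at 20 nM; compound exposure 15 min at room temperature before reaction start.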
Tb PYK inh: blocks Trypanosoma brucei pyruvate kinase. AID 624173. Potency, µM (titrated, usually from 76.8 µM), for inactives: at the top dose activity, negative = inhibition, hits mostly inhibitors. TbPYK enzyme, Kinase-Glo Plus ATP luminescence, 45 min. Q57TT1. 410,000 compounds, 0.12% hits; also: potency is read from the fitted curve at half-maximal effect; nearly all actives have a fitted effect of over 50% in size
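Activity of T. brucei pyruvate kinase was followed by Kinase-Glo Plus luminescence after the enzyme reacted 45 min at room temperature with 130 uM ADP (final) and substrate. Test compounds were added before ADP at multiple concentrations.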
AMA1 RON2 block: AMA1-RON2 (P. falciparum) interaction inhibition | AlphaScreen AMA1-biotinylated RON2 peptide binding | Potency, µM (series often up to 58.2 µM), without a hit: at the highest dose activity change, negative = inhibition, hits mostly inhibitors | 360,000 compounds, 0.2% hits;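 also: potency is read from the fitted curve at half-maximal effect; 0% = vehicle wells and -100% = peptide control; nearly all actives have a fitted effect of over 45% in size; some results filed as inactive show a strong effect at the top dose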
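AMA1 (3D7) with his tag at 25 nM final met compounds first, then biotinylated RON2 peptide at 25 nM; detection used donor plus acceptor beads, 10 µg/mL apiece, read by AlphaScreen after 30 min at room temperature.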
The depositor's hits bear a star; u = inconclusive; x = not tested or not shown; [ ] = another dose, or the depositor's remark. Unless noted, calls follow the shape of the dose curve; as a rule, active = well fitted curve in the direction sought with a large enough effect; inconclusive = small, poorly fitted or top-dose-only effect, or another doubt; inactive = no such curve, though single readings can be large; an effect the other way counts as inactive or inconclusive. Unless noted, % is scaled to controls: 0 for no effect and ±100 for the full control effect.

SMILES | LmPK inh | AmpC inh no detg | AmpC detergent | HCMV antiviral | Sm TGR inh | Tb PYK inh | AMA1 RON2 block
OC1CCN(C(=S)Nc2ccc(Oc3ccccc3)cc2)CC1 | -3% | -1% | -1% | 0 | x | 5% | 27%
Cc1cc(C)cc(NC(=O)Nc2c[nH]c(=O)[nH]c2=O)c1 | x | x | 8% | -13 | 1% | 1% | x
COc1ccc(NC(=O)C(C)n2c(C)c3cnn(-c4ccccc4)c(=O)c3c2C)cc1Cl (stereo not given) | x | x | 20% | -30 | -15% | -2% | x
Cc1ccc(CN2[C@@H](CC(C)C)COCCS2(=O)=O)cc1 | x | x | x | -15 | x | -5% | -1%
CC(C)CNC(=S)NC(=O)c1ccccc1Cl | -4% | -8% | -2% | -12 | -16% | -3% | 12%
COC(=O)n1c(=O)oc2ccc(S(=O)(=O)N3CCCCC3)cc21 | -3% | -16% | 8% | 4 | -25% | 6% | 1%
COc1ccc(C(=O)NCc2ccncc2)cc1S(=O)(=O)N1CCOCC1 | x | -16% | 0% | -9 | -10% | 1% | -9%
O=C(CSc1nnc(Cc2ccccc2)o1)Nc1ccc(N2CCOCC2)cc1 | x | -21% | x | -39 | x | 1% | 6%
O=C(NCc1csc(-c2ccccc2)n1)c1ccco1 | 10% | -10% | -16% | 15 | 4%[11.4 µM] | 3% | -9%
CN(C)CCNC(=O)CN1C(=O)COc2ccc(C(C)(C)C)cc21 | 20% | 1% | -7% | 59 | -9% | -2% | 10%
COc1ccc(C(=O)Nc2ccc(NC(=O)C3CCCCC3)nc2)cc1 | -5% | -13% | 3% | -15 | 24% | -1% | -13%
O=c1c2ccccc2nc(-c2ccc(Cl)cc2Cl)n1O | 4% | -36% | u | -28 | -7% | 6% | -3%
CC(=O)Nc1nonc1NC(=O)COc1ccccc1 | 6% | -5% | -1% | -13 | 0% | 1% | 7%
CC(=O)C1=C(C)NC(=O)NC1c1ccccc1 (stereo not given) | -1% | -11% | -15% | 16 | 4% | -4% | 10%
COC(=O)C1=C(c2ccccc2)c2ccccc2S(=O)(=O)N1CC(=O)Nc1ccc(OC)cc1OC | x | x | 14% | -10 | 1% | 8% | x
Cc1cccc(NC(=O)Cc2coc3ccc4ccccc4c23)n1 | 6% | -27% | 2% | -70* | 4% | -5% | u
O=C(c1ccc(S(=O)(=O)Nc2ccccc2F)cc1)N1CCN(c2ccccc2O)CC1 | x | -15% | u | -32 | -5% | -3% | -7%
Brc1ccc(CSc2nnc(-c3ccccn3)n2Cc2ccco2)cc1 | -3% | 1% | -14% | u | 40µM* | -5% | -4%
CCc1nnc(NS(=O)(=O)c2ccc(NC(=S)NC(=O)c3ccc(Br)cc3)cc2)s1 | 3% | -8% | u | 21 | u | -1% | 42%[activator]
COc1ccccc1N1CC(C(=O)Nc2nnc(SCc3cccnc3)s2)CC1=O (stereo not given) | -10% | 8% | -3% | -1 | -7% | 5% | -11%
Cc1cc(NC(=O)CCC2CCCCC2)no1 | 1% | -17% | -1% | 29 | -3% | -4% | 4%
Cc1cccc(C(=O)NC(=S)NNC(=O)c2ccccc2Cl)c1 | 0% | -22% | u | -67* | -5% | -29% | 47%[activator]
CCn1c(CNc2ccc(Cl)cc2)nnc1SCC(=O)OC1CCCCC1 | -2% | 5% | u | 45 | -4% | -7% | -9%
O=C(NC1CCCC1)C1CCC(CNS(=O)(=O)c2cccs2)CC1 (stereo not given) | -6% | -24% | u | -18 | -13% | 1% | 10%
CCCCOC(=O)c1ccc(NC(=O)c2ccc3c(c2)CCN3S(C)(=O)=O)cc1 | x | x | 2% | -17 | 0% | -4% | x
Cc1cc(=O)[nH]c2nnc(SCC(=O)Nc3cc(C(F)(F)F)ccc3Cl)n12 | x | x | 0% | u | -2% | -2% | x
COc1cc(NC(=O)c2ccc(Br)cc2)ccc1NC(=O)c1cc2ccccc2o1 | 0% | -1% | -7% | -14 | 0% | 5% | -21%
CN1CCN(C(=O)c2ccc(CNS(=O)(=O)c3ccc(F)c(Cl)c3)cc2)CC1 | -10% | 29% | -7% | -13 | 0% | 4% | 0%
CCOC(=O)c1ccc(NC(=O)CCOc2ccccc2)cc1 | 0% | -46% | -9% | -16 | 0% | -9% | 4%
O=C(CSc1nc(=O)[nH]c2c1CCCC2)NCc1ccc(Cl)cc1 | x | x | 1% | -27 | 2% | -3% | x
c1ccc2c(-c3cc(C4CCNCC4)[nH]n3)cccc2c1 | 0% | 16% | -10% | -34 | 5% | -13% | -24%
C=CCSc1ccsc1C(=O)O | -2% | -22% | u | -8 | -12% | -5% | 7%
O=C(Nc1nnc(C2CC2)s1)c1cccc(S(=O)(=O)N2CCc3ccccc32)c1 | 5% | -16% | 11% | 30 | 4% | -1% | -9%
O=C(Nc1ccccc1)N1C(=O)C2(OCCO2)c2ccccc21 | 2% | -42% | 3% | 26 | 1% | 1% | -7%
CCOc1cc(N2CCOCC2)c(OCC)cc1NC(=O)c1ccc(OCc2c(C)noc2C)c(OC)c1 | 1% | 9% | -14% | 15 | 0% | -7% | 0%
O=C1C2CC=CCC2C(=O)N1c1ccc(NCCc2cccc(F)c2)c([N+](=O)[O-])c1 (stereo not given) | -3% | -22% | -12% | -25 | 3% | -9% | -8%
Cc1ccc(CNS(=O)(=O)c2ccc(-c3cc(C(F)(F)F)on3)s2)cc1 | x | x | 0% | 87 | 7% | 1% | x
COc1cccc2cc(C(=O)C3=C(O)C(=O)N(CCN4CCOCC4)C3c3ccc(C)o3)oc12 (stereo not given) | 4% | 1% | -2% | -15 | 28µM* | 9% | 9%
COc1ccnc(Oc2ccc(F)cc2)c1-c1ncn[nH]1 | 1% | -11% | 1% | u | 5% | -3% | 5%
CCOc1ccc(C(=O)Nc2ccc(-c3nnc4n3CCCCC4)cc2)cc1OCC | x | x | 20% | 13 | 9% | 6% | x
Cc1c(C(=O)O)oc2c1ccc1ccccc12 | 0% | -11% | u | -9 | -1% | 0% | -15%
COC[C@H]1CCCN1[C@@H]1CS(=O)(=O)N[C@H]1COCc1ccccc1 | x | x | x | -7 | x | 2% | 8%
O=S1(=O)CCOC[C@H](CC2CCCCC2)N1Cc1ccc(Cl)cc1 | 4% | -15% | -5% | -20 | 0% | 5% | 13%
COc1ccc(CCC(=O)N2CCCC(Nc3ccc(C)c(C)c3)C2)cc1OC (stereo not given) | -3% | 107%[activator] | u | -27 | -18% | -9% | -22%
O=C(Nc1ccc(Cl)c([N+](=O)[O-])c1)c1ccncc1 | 1% | -28% | -20% | -25 | -4% | -1% | 0%

Laid out differently: entries from further up.
smiles: COC[C@H]1CCCN1[C@@H]1CS(=O)(=O)N[C@H]1COCc1ccccc1
  LmPK inh = x; AmpC inh no detg = x; AmpC detergent = x; HCMV antiviral = -7; Sm TGR inh = x; Tb PYK inh = 2%; AMA1 RON2 block = 8%

smiles: O=C(Nc1nnc(C2CC2)s1)c1cccc(S(=O)(=O)N2CCc3ccccc32)c1
  LmPK inh = 5%; AmpC inh no detg = -16%; AmpC detergent = 11%; HCMV antiviral = 30; Sm TGR inh = 4%; Tb PYK inh = -1%; AMA1 RON2 block = -9%

smiles: CCOC(=O)c1ccc(NC(=O)CCOc2ccccc2)cc1
  LmPK inh = 0%; AmpC inh no detg = -46%; AmpC detergent = -9%; HCMV antiviral = -16; Sm TGR inh = 0%; Tb PYK inh = -9%; AMA1 RON2 block = 4%

smiles: O=C(Nc1ccccc1)N1C(=O)C2(OCCO2)c2ccccc21
  LmPK inh = 2%; AmpC inh no detg = -42%; AmpC detergent = 3%; HCMV antiviral = 26; Sm TGR inh = 1%; Tb PYK inh = 1%; AMA1 RON2 block = -7%

(more compounds)
SMILES | LmPK inh | AmpC inh no detg | AmpC detergent | HCMV antiviral | Sm TGR inh | Tb PYK inh | AMA1 RON2 block
CC(C)(C)c1ccc(OCCCC(=O)NNC(=O)c2ccccc2O)cc1 | x | -48% | u | 20 | -1% | 5% | 69%[activator]
N#CCCn1cc(/C=C(\C#N)c2nc3ccccc3s2)c(-c2ccc(F)cc2)n1 | -6% | -21% | -13% | 15 | -11% | 3% | -5%
Cn1ncc(C#N)c1/N=C/N(Cc1ccccc1)Cc1ccccc1 | -1% | 28% | -13% | -35 | 13% | 2% | 13%
CCCNC(=O)CSc1nc2ccccc2nc1Cc1ccc(Cl)cc1 | x | x | -2% | 0 | 3% | 14%[15.4 µM] | x
CCOc1ccc(NC(=O)COC(=O)c2ccc3c(c2)OCCO3)cc1 | x | -21% | -4% | 1 | -10% | 2% | -2%
CC(OC(=O)C1CCC1)C(=O)Nc1cc(Cl)cc(Cl)c1 (stereo not given) | x | -22% | u | 3 | 1% | 1% | 15%
Cc1cc(=O)n2nc(N3CCCC(C(=O)NCCC4=CCCCC4)C3)sc2n1 (stereo not given) | 2% | 17% | 2% | -36 | 6% | -10% | 5%

A portion from the list above, for reference:
SMILES | LmPK inh | AmpC inh no detg | AmpC detergent | HCMV antiviral | Sm TGR inh | Tb PYK inh | AMA1 RON2 block
Cn1ncc(C#N)c1/N=C/N(Cc1ccccc1)Cc1ccccc1 | -1% | 28% | -13% | -35 | 13% | 2% | 13%
CCCNC(=O)CSc1nc2ccccc2nc1Cc1ccc(Cl)cc1 | x | x | -2% | 0 | 3% | 14%[15.4 µM] | x
CCOc1ccc(NC(=O)COC(=O)c2ccc3c(c2)OCCO3)cc1 | x | -21% | -4% | 1 | -10% | 2% | -2%
CC(OC(=O)C1CCC1)C(=O)Nc1cc(Cl)cc(Cl)c1 (stereo not given) | x | -22% | u | 3 | 1% | 1% | 15%
Cc1cc(=O)n2nc(N3CCCC(C(=O)NCCC4=CCCCC4)C3)sc2n1 (stereo not given) | 2% | 17% | 2% | -36 | 6% | -10% | 5%

Rows were taken by chance. About 7.4% of those tested had a hit in this group.
